# FBPA coupling cs: counter-screen for Giardia aldolase inhibitors: coupling enzyme system; AID 2472; 290,000 tested, 0.67% active; activity change, negative = inhibition, % at 58.2 µM, hits read low; coupling enzyme system counterscreen, AmpLite Red fluorescence; in the data active means activity change below about -30%; further: on the % scale 0 is the no-effect control and ±100 the full control effect
#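 Counterscreen lacking aldolase: glyceraldehyde-3-phosphate coupling-enzyme reagent preincubated 10 min at RT with compound (at 57.5 uM final), then substrate/coupling system with AmpLite Red added; fluorescence read at 525/598 nm after 20 min RT.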
# a7 integrin act: integrin-mediated muscular dystrophy alleviation activation; alpha7betagal myoblasts, beta-gal FDG fluorescence, 48 h; Potency, µM (titrated, usually from 38.3 µM), without a hit: at the highest dose activation, usual class: activators; 350,000 tested, 0.064% active; AID 624291;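 further: potency means the concentration at half of the fitted maximal effect; 100% = response of the positive control SU9516; nearly all actives have a fitted effect of over 60% in size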
#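 Alpha7betagal+/- myoblasts (passage 13) were plated 16-24 hr, then exposed to compounds (1:260 dilution of DMSO stock) for 48 hours at 37C. After MPER lysis, β-galactosidase reporter activity was read as FDG fluorescence (ex 480/em 540) after 30 minutes.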
# S-ASM inh: blocks human secretory acid sphingomyelinase; Potency, µM (series often up to 57.5 µM), without a hit: top-dose activity change, negative = inhibition, usual class: inhibitors; placental ASM, HMU-PC fluorogenic substrate, 60 min; P17405; 340,000 tested, 0.006% active; further: potency means the concentration at half of the fitted maximal effect
#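 HMU-PC0 cleavage (9 uM final) by human placental ASM, 60 min at 37 °C following 10 min compound exposure at RT; stopped at pH 10, fluorescence Ex 386/Em 447 nm.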
# PKM2 activator: activators of human pyruvate kinase M2; AID 1631; purified PKM2, Kinase-Glo ATP luminescence, activation; response scale: 0% is enzyme alone, no compound; 260,000 tested, 0.34% active; Potency, µM (titrated, usually from 57.5 µM), for the others: at the top dose activation, hits mostly activators; further: potency means the concentration at half of the fitted maximal effect; on the % scale 0 is the no-effect control and ±100 the full control effect; nearly all actives have a fitted effect of over 55% in size
# Target sequence (P14618 whole entry, looked up): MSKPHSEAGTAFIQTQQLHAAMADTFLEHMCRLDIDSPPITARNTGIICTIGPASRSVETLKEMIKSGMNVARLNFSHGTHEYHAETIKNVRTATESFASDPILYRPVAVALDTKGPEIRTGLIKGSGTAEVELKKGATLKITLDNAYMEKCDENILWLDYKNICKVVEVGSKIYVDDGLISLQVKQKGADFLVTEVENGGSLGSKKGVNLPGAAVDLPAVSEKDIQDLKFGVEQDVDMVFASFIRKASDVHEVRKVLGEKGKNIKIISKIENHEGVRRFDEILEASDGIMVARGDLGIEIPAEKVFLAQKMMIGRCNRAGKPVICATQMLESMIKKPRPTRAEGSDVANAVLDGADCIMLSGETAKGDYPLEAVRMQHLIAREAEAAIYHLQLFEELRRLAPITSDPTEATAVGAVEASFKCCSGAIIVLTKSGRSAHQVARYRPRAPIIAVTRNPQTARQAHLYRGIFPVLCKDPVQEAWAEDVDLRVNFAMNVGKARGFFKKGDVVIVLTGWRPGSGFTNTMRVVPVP
#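 Purified hPK-M2 (>95% pure) converted ADP (0.1 mM final) to ATP with 0.5 mM PEP in 50 mM imidazole pH7.2, KCl, MgCl2, Tween 20, BSA; 1 h at room temperature. ATP detected by Kinase-Glo luminescence.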
# Giardia kill: Giardia lamblia killing; activity change, % at 7.66 µM, hits read low; 340,000 tested, 0.15% active; AID 540267; Giardia lamblia trophozoite viability; in the data active means activity change below about -80%; inconclusive means between about -30% and that limit;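 further: parasites exposed to compound for two days anaerobically before the ATP read; on the % scale 0 is the no-effect control and ±100 the full control effect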
#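 ATP-content bioluminescence gauges trophozoite survival. Cells (100/well) receive compound and incubate anaerobically for 48 hrs at 37 deg C; detection reagent follows for 15-30 min at room temperature.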
# BCR signal inh: inhibitors of chronic active B-cell receptor signaling. ABC-DLBCL IkBa-CBG/CBR reporter, luminescence ratio, 4 h. Potency, µM (titrated, usually from 46.1 µM), for the others: top-dose ratio change, negative = lower green/red ratio, actives largely listed as inhibitors. 340,000 tested, 0.05% active; active means well fitted inhibition curve with a large enough effect in the signal ratio, with a control signal flat, not every such curve was filed as active; inconclusive means small, poorly fitted or top-dose-only effect, or effect the other way, or a change in a side signal; the % refers to the signal ratio;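 further: potency means the concentration at half of the fitted maximal effect; plate controls were basal doxycycline-induced cells for no effect and cells given 10 µM MG132 for full effect; MG132 reads +100%, hits lower the ratio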
#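 TMD8 ABC-DLBCL cells carrying doxycycline-inducible green luciferase fused to IkappaBalpha plus unfused red luciferase were exposed to compounds (up to 46 uM) for 4 hrs at 37C. Activity came from the overlap-corrected green/red luminescence ratio.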
# B2AR arrestin: agonists driving beta-arrestin recruitment to human beta2-adrenergic receptor; Potency, µM (highest dose often 46.1 µM), for inactives: at the highest dose activation, actives largely listed as activators; 330,000 tested, 0.02% active; AID 492947; P07550; beta-arrestin recruitment to beta2AR, cell-based reporter;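 further: potency means the concentration at half of the fitted maximal effect; 0% = DMSO controls and full agonism = EC100 isoproterenol or metaproterenol; nearly all actives have a fitted effect of over 65% in size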
# GALK inhibitor: blocks human galactokinase activity. Potency, µM (titrated, usually from 57.5 µM), without a hit: at the top dose activity change, negative = inhibition, actives largely listed as inhibitors. Purified GALK, Kinase-Glo residual ATP luminescence. 270,000 tested, 0.007% active; further: potency means the concentration at half of the fitted maximal effect; on the % scale 0 is the no-effect control and ±100 the full control effect
# Target sequence (P51570 whole entry, looked up): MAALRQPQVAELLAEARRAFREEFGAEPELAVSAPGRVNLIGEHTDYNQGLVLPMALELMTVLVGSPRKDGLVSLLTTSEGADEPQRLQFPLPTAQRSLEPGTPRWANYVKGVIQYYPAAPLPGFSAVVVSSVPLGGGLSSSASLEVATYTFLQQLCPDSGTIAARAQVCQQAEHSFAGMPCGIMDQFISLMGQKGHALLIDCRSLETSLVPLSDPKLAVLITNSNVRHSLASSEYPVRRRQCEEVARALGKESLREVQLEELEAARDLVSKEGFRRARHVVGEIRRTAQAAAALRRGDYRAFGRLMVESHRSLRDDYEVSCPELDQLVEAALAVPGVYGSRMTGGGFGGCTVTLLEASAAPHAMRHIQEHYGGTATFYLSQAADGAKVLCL
#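 Compounds were pin-transferred into ATP buffer (35 uM final), then GALK plus galactose (5 nM, 100 uM final) was added. After 1 h at room temperature, Kinase-Glo Plus was added and luminescence read after 10 min.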
# Tb PFK inh: T. brucei PFK enzyme inhibition; Potency, µM (top dose mostly 57.5 µM), without a hit: top-dose activity, negative = inhibition, most hits filed as inhibitors; 330,000 tested, 0.17% active; AID 485367; T. brucei PFK, ADP-Glo luminescence;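 further: potency means the concentration at half of the fitted maximal effect; 0% = uninhibited 1x PFK enzyme wells and -100% = no-enzyme wells; nearly all actives have a fitted effect of over 60% in size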
#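 PFK 1.25 nM, F6P 0.5 mM, ATP 0.1 mM, 0.1 M TEA pH 8.0, 5 mM MgCl2, 0.01% Tween20, 0.1% BSA; 45 min RT. ADP-Glo readout. qHTS titration up to 57 uM; curves fitted, compounds curve-classed.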
# TSG101-PTAP inh: blocks PTAP/TSG101 interaction to inhibit HIV-1 budding | Q99816 | Fluorescence polarization, FITC-PTAP peptide / Tsg101 binding | Potency, µM (top dose mostly 115 µM), inactives show at the highest dose activity change, negative = inhibition, actives largely listed as inhibitors | 340,000 tested, under 10 active | AID 493005; active means well fitted inhibition curve with a large enough effect in the main read-out, with a control signal flat, not every such curve was filed as active; inconclusive means small, poorly fitted or top-dose-only effect, or effect the other way, or a change in a side signal; inactive means no such curve, though single readings can be large or run the other way; further: potency means the concentration at half of the fitted maximal effect; % of control where 0% means no effect
#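 Tsg101 binding domain (10 uM final) was mixed with compound and a FITC-labeled PTAP peptide (50 nM final) in HEPES pH 7.5 buffer with NaCl, Tween 20, EDTA and TCEP; fluorescence polarization was read after 20 min at r.t.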
# Menin-MLL TR inh: menin-MLL binding inhibition, Texas Red mutant peptide | O00255 | Menin + Texas Red MLL mutant peptide, fluorescence polarization | Potency, µM (top dose mostly 61.6 µM), for inactives: at the top dose FP activity change, negative = inhibition, usual class: inhibitors | 270,000 tested, 0.23% active | AID 1768; active means well fitted inhibition curve with a large enough effect in the polarisation, with a control signal flat, not every such curve was filed as active; inconclusive means small, poorly fitted or top-dose-only effect, or effect the other way, or a change in a side signal; inactive means no such curve, though single readings can be large or run the other way; the % refers to the polarisation; further: potency means the concentration at half of the fitted maximal effect; % of control where 0% means no effect; many of its hits are not listed in these tables
# The depositor's hits bear a star; ? = inconclusive; nt = no result given; [ ] = dose if it differs, or a comment. Unless noted, the call rests on the fitted dose curve; in most records, active means well fitted curve in the direction sought with a large enough effect; inconclusive means small, poorly fitted or top-dose-only effect, or another doubt; inactive means no such curve, though single readings can be large; an effect the other way counts as inactive or inconclusive.
SMILES,FBPA coupling cs,a7 integrin act,S-ASM inh,PKM2 activator,Giardia kill,BCR signal inh,B2AR arrestin,GALK inhibitor,Tb PFK inh,TSG101-PTAP inh,Menin-MLL TR inh
Cc1ccc(NC(=O)CN2C(=O)COc3ccc(C)cc32)nc1,2,6%,-1%,9%,-8,4%,0.2%,3%,2%,nt,3%
O=C(CCCSc1nc2ccccc2s1)NC1=NCCS1,0,2%,10%,-7%,-18,?,-0.1%,1%,10%,-3%,3%
O=C(NN1C(=O)NC2(CCCCC2)C1=O)c1cc2cc(Cl)ccc2o1,nt,17%,-3%,nt,22,2%,-0.6%,nt,0%,0%,nt
CCC(C)C(=O)Nc1nnc(SCC(=O)NC2CCCC2)s1 (centres undefined),0,5%,1%,-1%,-3,4%,0.1%,-1%,0%,0%,2%
COc1ccc(/C=C(/NC(=O)c2ccccc2)C(=O)NCCCn2ccnc2)cc1OC,nt,0%,2%,nt,7,-1%,0.3%,-2%,1%,-4%,nt
CCC(C)[C@H](NC(=O)Nc1ccc(C)cc1C)C(=O)O (some centres undefined),6,4%,0%,-7%,11,-2%,-0.2%,3%,-3%,0%,nt
C=C(C)CNC(=S)N/N=C(\C)c1cccc(NC(C)=O)c1,0,21%,1%,1%,-7,1%,0.2%,5%,-8%,0%,14%
CC(=O)C(/C=N/c1ncc(C(F)(F)F)cc1Cl)=C(\C)O,1,4%,0%,0%,-7,-10%,-0.5%,2%,2%,-3%,1%
COC(=O)CCSCC(=O)Nc1ccc(C)c(S(=O)(=O)N2CCCCC2)c1,2,9%,1%,-1%,1,-2%,-0.4%,0%,10%,-6%,nt
O=C(N/N=C/c1ccc(O)cc1)c1cc(C2CC2)[nH]n1,nt,-23%,1%,1%,-17,?,-0.2%,-2%,-6%,-3%,nt
CCOC(=O)N1CCC(N2CCN(S(=O)(=O)c3ccc(C)cc3)CC2)CC1,3,15%,8%,-3%,-7,1%,0.2%,-1%,-3%,-3%,nt
CCOc1ccc(CCNC(=O)CSc2n[nH]c(N)n2)cc1OCC,nt,-4%,4%,-6%,1,0%,-0.6%,-2%,-2%,-1%,nt
COc1ccc(Cl)cc1NC(=O)C1Cc2cc(S(=O)(=O)N3CCCC3)ccc2N1C(C)=O (centres undefined),nt,8%,-7%,nt,5,5%,0.4%,-5%,-3%,-9%,nt
Cc1cc(C)c(C#N)c(=N)o1,0,9%,7%,-11%,-3,6%,-1.6%,9%,-11%,-2%,2%
Cc1cccc(C)c1NC(=O)CSC(=S)N1CCCC1,6,9%,-2%,0%,-7,2%,0.5%,14%,2%,2%,-24%
O=C(Cc1ccc([N+](=O)[O-])cc1)Nc1cccc(C(=O)N2CCCCC2)c1,nt,-3%,0%,nt,-25,-1%,-0.6%,nt,-9%,-7%,nt
Cc1cccc(CN2CCCC(C(=O)N3CCc4ccccc4C3)C2)c1 (centres undefined),-1,?,3%,-2%,21,22%,-0.1%,0%,-3%,-2%,-9%
Cc1nn(CC(=O)Nc2c(F)c(F)cc(F)c2F)c(=O)c2cccn12,2,18%,3%,nt,-9,0%,-0.2%,8%,-4%,-8%,15%
Cc1ccc(C(=O)N2CCN(c3ccccc3)CC2)cc1C,1,-1%,2%,-7%,9,4%,-1.0%,-1%,22%,-3%,-18%
COc1ccc(C)cc1NC(=O)NC1CCCc2ccccc21 (centres undefined),-2,-1%,-2%,0%,-14,0%,-0.9%,-2%,-4%,2%,7%
COCCNC(=O)CN(Cc1ccc(OC)cc1)C(=O)CCC(=O)Nc1nccs1,-1,?,4%,-1%,20,5%,0.3%,-1%,10%,-2%,-4%
CN(Cc1ccccc1)C(=O)c1ccc(NC2=NC3CS(=O)(=O)CC3S2)cc1 (centres undefined),0,-13%,1%,1%,8,-4%,-0.1%,nt,-5%,-3%,-1%
COc1ccc(C/C(C)=N/NS(=O)(=O)c2ccc(Br)cc2)cc1,1,-1%,2%,-15%,-10,-1%,0.0%,0%,12%,-9%,3%
O=C(CSc1ncccn1)Nc1cccc(S(=O)(=O)N2CCOCC2)c1,nt,4%,0%,nt,-8,-1%,-0.4%,nt,2%,-6%,nt
COc1ccc(-c2cnnc(N/N=C/c3ccc(C)o3)n2)cc1,6,3%,-3%,2%,3,-10%,-0.1%,5%,2%,-2%,?

# New compounds follow:
SMILES,FBPA coupling cs,a7 integrin act,S-ASM inh,PKM2 activator,Giardia kill,BCR signal inh,B2AR arrestin,GALK inhibitor,Tb PFK inh,TSG101-PTAP inh,Menin-MLL TR inh
COC(=O)c1cc(OC)c(OC)cc1NC(=O)c1csc(C)c1,nt,29%,-2%,3%,2,?,-0.2%,-6%,1%,-3%,nt
COc1cc(C(=S)N2CCN(c3ccccc3Cl)CC2)cc(O)c1O,-7,-51%[inhibitor],-11%,3.5µM*,18,?,9.1%,1%,?,-8%,-5%
Cc1cnc(NC(=O)CSc2nnc(-c3cccs3)n2C)s1,2,6%,1%,0%,-7,1%,0.0%,5%,3%,-2%,0%
CC(=O)Nc1ccc(S(=O)(=O)NNC(=O)c2cc3c4ccccc4n(C)c3s2)cc1,4,41%,-2%,1%,7,?,0.2%,-5%,14%,-4%,11%
CC(C)N1CCN(Cc2cccn2-c2cccnc2)CC1CCO (centres undefined),2,6%,-2%,-3%,0,2%,-0.2%,4%,-11%,0%,0%
CCOc1ccc(S(=O)(=O)N/N=C(\C)c2ccc(Cl)c(Cl)c2Cl)cc1,1,-19%,-19%,-16%,-1,-1%,-0.5%,0%,-1%,-2%,6%
COc1ccc(-c2oc(=O)c3cc(OC)c(OC)cc3c2C(F)(F)F)cc1,nt,3%,-13%,nt,-4,0%,0.2%,nt,4%,-3%,nt
CCCCc1nnc(NC(=O)C2=COCCO2)s1,nt,?,3%,-9%,-18,?,-1.1%,5%,6%,0%,nt
Cc1cc(C)n2nc(C(=O)Nc3cccnc3)nc2n1,-3,30%,-2%,-20%,-26,8%,-0.5%,0%,21%,-1%,-8%
Cc1ccc2c(c1C)OC(=O)CC2c1ccccc1 (centres undefined),5,?,-3%,0%,-22,?,-0.1%,0%,-5%,-2%,-21%
Brc1ccccc1CN1CCC(N2CCCCC2)CC1,0,1%[7.66 µM],7%,0%,-4,0%,-0.4%,8%,3%,2%,-19%
N#CC(c1ccccc1)c1cccc(Cl)n1 (centres undefined),1,27%,-2%,-1%,26,-1%,0.1%,-1%,3%,0%,10%
Cc1ccc(-c2cc(C(=O)NCCCn3ccnc3)c3cc(Br)ccc3n2)o1,-2,-2%,411%[activator],10%,-7,0%,-0.1%,0%,7%,1%,5%
CCNc1c([N+](=O)[O-])c(=O)n(CC)c2ccccc12,0,-49%[inhibitor],0%,-1%,6,-13%,-0.5%,2%,0%,-2%,nt
Cn1c(NC(=O)CC2CCCCC2)cc(=O)n(C)c1=O,5,-4%,-4%,-6%,3,12%,-1.4%,3%,1%,-2%,nt
CC1(C)Cn2c(nc(=O)c3c2NCN(CCc2ccccc2)C3)S1,4,nt,nt,8%,nt,-5%,-0.8%,2%,12%,nt,4%
N#Cc1c(NCCO)nc(NCc2ccccc2)c2c1CCN(Cc1ccccc1)C2,-10,-32%,193%[activator],17%,9,7%,0.2%,0%,-1%,-3%,-4%
Cc1c(C(=O)N(C)C(C)c2ccccn2)oc2c(F)cccc12 (centres undefined),nt,-19%,1%,-5%,13,?,0.3%,7%,-1%,0%,nt
CC(Oc1ccc(Cl)cc1)c1ccc(C#N)c(=O)[nH]1 (centres undefined),3,-15%,6%,-1%,4,?,-0.1%,2%,-2%,-1%,5%
CCOC(=O)N1CCN(C(=O)Cc2cccs2)CC1,3,18%,3%,-9%,-7,2%,0.5%,0%,-3%,-3%,-8%
Cc1cc(-c2ccc(C(C)C)c(S(=O)(=O)N3CC(=O)Nc4ccccc43)c2)on1,1,-52%[inhibitor],-6%,2%,8,?,0.4%,5%,-1%,-12%,19%
CN1C(=S)SC(C)(C)C1/[N+]([O-])=C/c1cccnc1 (centres undefined),3,12%,3%,-4%,6,5%,-0.3%,-2%,2%,-3%,18%
CC(C)C(=O)Nc1cccc(-c2cn3ccccc3n2)c1,0,6%,5%,0%,-6,2%,-0.7%,2%,3%,-2%,-2%
Cc1ccc(N/C(C(Cl)=C(Cl)Cl)=C(/Cl)[N+](=O)[O-])c(C)c1,-1,-38%[inhibitor],-1%,-7%,-94*,-9%,?,nt,-1%,2%,-3%
Cc1sc(NC(=O)C2C3CCC(O3)C2C(=O)O)nc1-c1ccc(CC(C)C)cc1 (centres undefined),0,-11%,-3%,-2%,-6,?,3.3%,0%,1%,-5%,3%

# Compound activity deposited in PubChem BioAssay by National Center for Advancing Translational Sciences (NCATS).

# The list is partial; count on the stated rates, not on these rows.
